Screening data from PubChem.
Runt-CBFb FRET – inhibitors of human RUNX1 Runt domain binding to CBFb; Cerulean-Runt/Venus-CBFb FRET ratio 530/480, 1 h; inhibition, % at 20 µM; actives 0.46% (n = 220,000); AID 1496;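 active = inhibition over about 50% at 20 µM in the single-dose screen, limit read from the data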;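 note: 0% = DMSO wells and 100% = excess unlabeled CBFb competitor control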
Target sequence (Q01196 whole entry, looked up, the tested form may be a part): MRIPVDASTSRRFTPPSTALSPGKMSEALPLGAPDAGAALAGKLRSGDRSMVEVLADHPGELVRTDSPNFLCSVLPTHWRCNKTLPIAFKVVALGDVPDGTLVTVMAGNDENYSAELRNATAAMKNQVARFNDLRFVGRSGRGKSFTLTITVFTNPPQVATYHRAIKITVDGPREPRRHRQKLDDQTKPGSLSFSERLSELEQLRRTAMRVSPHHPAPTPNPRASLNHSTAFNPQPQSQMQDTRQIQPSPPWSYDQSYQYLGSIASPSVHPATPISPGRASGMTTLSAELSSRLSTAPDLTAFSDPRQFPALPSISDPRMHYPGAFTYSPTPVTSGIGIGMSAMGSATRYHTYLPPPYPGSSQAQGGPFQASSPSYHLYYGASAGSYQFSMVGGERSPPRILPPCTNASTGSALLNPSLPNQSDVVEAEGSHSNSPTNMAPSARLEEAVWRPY
Target sequence (Q13951 whole entry, looked up, the tested form may be a part): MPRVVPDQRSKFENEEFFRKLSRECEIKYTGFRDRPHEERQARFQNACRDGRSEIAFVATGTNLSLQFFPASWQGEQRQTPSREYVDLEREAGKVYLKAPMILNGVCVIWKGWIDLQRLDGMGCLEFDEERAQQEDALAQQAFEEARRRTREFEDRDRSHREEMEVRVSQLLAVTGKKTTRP
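Schedule: protein complex preformed 1 h, compound exposure 1 h, room temperature, dark; test system: Cerulean-labeled Runt domain protein; amount: 100 nM per protein; buffer or medium: Tris 50 mM pH 7.5, KCl, K2SO4, 0.01% BSA; read-out: loss of energy transfer signal; detection: FRET fluorescence; controls: 5 µM unlabeled CBFb as full-inhibition high control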
RBBP9 inh – inhibitors of human serine hydrolase RBBP9; recombinant RBBP9, FP-Rh probe fluorescence polarization; inhibition, % at 7.94 µM; actives 0.2% (n = 220,000);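 active = inhibition above the campaign mean of all tested compounds plus 3 SD, cut at about 14% in these data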;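 note: plate controls were DMSO wells with RBBP9 for no effect and wells lacking RBBP9 protein for full effect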
Target sequence (O75884 whole entry, looked up): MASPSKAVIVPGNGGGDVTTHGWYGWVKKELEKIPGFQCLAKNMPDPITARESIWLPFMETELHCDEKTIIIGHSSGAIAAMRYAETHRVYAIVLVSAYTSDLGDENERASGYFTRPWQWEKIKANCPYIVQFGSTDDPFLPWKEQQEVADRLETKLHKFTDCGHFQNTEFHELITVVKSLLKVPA
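Test system – recombinant human RBBP9 · Input – RBBP9 2.5 µM in dispensing solution, pre-mixing · Medium – Tris buffer pH 8.0, NaCl, Pluronic · Schedule – preincubation 30 min plus labeling 45 min at 25 °C · Measured by – fluorescence polarization · Measure – % inhibition · Controls – DMSO and no-protein wells · Replicates – one well per compound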
TNF necrop inh – inhibitors of TNF-alpha induced necroptosis in Jurkat FADD-/- cells; Jurkat FADD-/- TNF necroptosis rescue, ATP luminescence, 24 h; 0 = TNF only, 100 = no-TNF cells; activation (protection from cell death), % at 10 µM; actives 0.068% (n = 220,000); AID 463075;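 active = activation, meaning protection from cell death, of at least 50% relative to plate controls; inactive = activation below 50%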;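 note: necroptosis triggered by 40 ng/mL TNF-alpha added together with compound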
Hck Nef HTS – blocks Nef-activated human Hck kinase; P08631; Recombinant Hck-YEEI plus Nef, Z-Lyte FRET kinase assay; inhibition, % at 20 µM; actives 0.68% (n = 220,000);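 active = Hck-Nef kinase inhibition above about 50%, limit read from the data; inactive = inhibition below that limit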;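 note: 0% = DMSO with Hck plus Nef and 100% = Hck alone without Nef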
Runt-SMMHC FRET – blocks binding of human RUNX1 Runt domain to CBFb-SMMHC; Q01196+Q13951; Cerulean-Runt/Venus-CBFb-SMMHC FRET ratio 530/480, 1 h; inhibition, % at 20 µM; actives 0.74% (n = 220,000);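 active = mean inhibition across duplicate retests at 20 µM reaching about 50%, limit read from the data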;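 note: 0% = DMSO wells and 100% = wells with excess untagged CBFb-SMMHC; inhibitors lower the FRET ratio by blocking Runt binding to CBFb-SMMHC; some results filed as inactive read as strong as hits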
EP2 antag – EP2 receptor (human) inhibition. AID 1422. P43116. inhibition, % at 25 µM. C6 glioma cells expressing human EP2, cAMP TR-FRET; cells stimulated with saturating PGE2. actives 0.52% (n = 260,000);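 active = percent inhibition above 40 after rounding to a whole number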;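 note: rat C6 glioma host cells with rolipram phosphodiesterase inhibitor present; the protocol text gives 20 µM as final concentration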
EP2 mod – modulators of human EP2 prostaglandin E2 receptor; P43116; EP2-expressing cells, cAMP HTRF FRET, PGE2 co-stimulation; induction, % at 25 µM; actives 0.83% (n = 260,000); AID 940;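 active = compounds whose cAMP rise, as percent of the full-agonist control response, exceeds 60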;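 note: rat C6 glioma line stably carrying human EP2 under a CMV promoter; the protocol text gives 20 µM as final concentration; 100% = response of wells given 1 µM PGE2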
PERK inhibitor – blocks human PERK kinase. CHO PERK-DD fusion, SEAP luminescence translation reporter. inhibition, % at 5.6 µM. actives 0.17% (n = 220,000). AID 1416;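 active = inhibition above the mean inhibition of all tested compounds plus 3 SD, set separately per screening campaign, cut at about 2.9% in these data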;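 note: PERK kinase domain activated by AP20187 dimerizer at 100 nM; 0% = DMSO with dimerizer and 100% = rapamycin at 8.4 µM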
L929 necroptosis – L929 zVAD cell death inhibition; L929 zVAD necroptosis rescue, ATP luminescence, 24 h; with zVAD 60 µM; actives 0.38% (n = 220,000); viability rescue, % at 10 µM;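 active = activation, scaled between plate controls, above about 75%, limit read from the data; inactive = activation under that limit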;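 note: 0% = zVAD with DMSO and 100% = DMSO alone without zVAD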
Starred values were filed as active, the others as inactive; nt = no result given; & = joins results of further samples. Not all compounds are listed (hit frequency here may not be typical).

SMILES	Runt-CBFb FRET	RBBP9 inh	TNF necrop inh	Hck Nef HTS	Runt-SMMHC FRET	EP2 antag	EP2 mod	PERK inhibitor	L929 necroptosis
CCCCCNc1nc2sc3c(c2c(=O)n1-c1cccc(Cl)c1)CCN(C)C3	44	-9	-0.9	6	103*	4	-20	0.8	-0.1
Cc1cccc(CN2CCN(Cc3nc4c(s3)CCCC4)CC2CCO)n1 (stereo unspecified)	0	-3	0.6	4	-3	5	7	-0.7	0.0
COc1cccc(CN2CCN(S(=O)(=O)c3ccc(NC(C)=O)cc3)CC2)c1OC	nt	-3	2.8	12	nt	6	-20	-0.4	-0.6
COc1cc(OC)cc(OCC(O)Cn2ccnc2C)c1 (stereo unspecified)	-1	-10	-0.8	0	2	14&11	-11&-7	0.2	-0.1
CCOc1ccccc1NC(=O)Cn1c(=O)c2ccccc2n(CC)c1=O	-2	4	-2.7	-1	0	5	-29	0.2	0.0
CCN(CC)c1nc(C#N)cc(-c2ccc(OC)cc2)n1	2	-13	-15	5	10	-2	28	0.0	0.5
Cc1nc(C(=O)N2CCCC(C(=O)c3ccc(Cl)cc3)C2)cs1 (stereo unspecified)	-1	-8	0.9	24	2	7	-12	-1.2	0.3
CC1=C(C(=O)OC2CCCCC2)C(c2ccc(C)o2)C2=C(CC(C)(C)CC2=O)N1 (stereo unspecified)	0	-6	-0.7	0	-3	5	34	-0.2	0.1
CCc1ccc(-c2csc(NC(=O)C3CCCO3)c2C(=O)OC(C)C)cc1 (stereo unspecified)	-5	5	-5.0	0	-9	6	57	0.5	0.8
C=CCOC(=O)C(=O)/C=C/c1c(C)n(C)n(-c2ccccc2)c1=O	-2	0	0.2	-1	-3	10	18	1.6	0.0
COC(=O)c1ccccc1NC=C1C(=O)OC2(CCCCC2)OC1=O	1	-5	0.5	-4	0	nt	28	0.7	0.9
CCCCC(CC)CN1C(=O)/C(=C/c2ccncc2)SC1=S (stereo unspecified)	1	0	-4.6	0	-6	22	53	2.6	0.4
COc1cc(C(=O)O)c([N+](=O)[O-])c(OC)c1OC	3	-10	-1.2	16	0	7&12	-20&14	1.5	0.3
COc1ccc(NC(=O)C2(c3ccccc3)CCCC2)cc1	0	-5	-0.5	18	0	15	-5	-0.4	11
Clc1ccc(NCc2nnc3n2CCCCC3)cc1	1	2	1.5	-1	0	15	24	-1.7	0.7
COC(=O)c1cc2c(ccn2-c2ccc(F)cc2)n1CC(=O)N1CCN(C(=O)c2ccco2)CC1	-4	-9	-15	-1	-9	12	51	-0.3	-0.5
CCN1CCCC1CNC(=O)CS(=O)(=O)Cc1nc(-c2ccccc2C)oc1C (stereo unspecified)	-1	-6	0.6	21	-2	12	-14	-0.5	0.4
CCCCC(=O)Nc1ccc(NC(=S)NC(=O)CC)cc1OC	-1	-5	1.0	-1	-5	9	2	-0.1	-0.9
COC(=O)c1ccc(NC(=O)CCN2CCN(CCC(=O)Nc3ccc(C(=O)OC)cc3)CC2)cc1	-4	-7	-1.3	6	-1	13	5	0.4	0.4
C/C(=C(/NC(=O)c1ccccc1)C(=O)O)c1ccco1	6	-7	0.9	-3	-3	7	40	1.4	0.5

Runt-SMMHC FRET, what is marked active above.
smiles	Runt-CBFb FRET	RBBP9 inh	Hck Nef HTS	Runt-SMMHC FRET	EP2 mod	PERK inhibitor
CCCCCNc1nc2sc3c(c2c(=O)n1-c1cccc(Cl)c1)CCN(C)C3	44	-9	6	103*	-20	0.8

(listing goes on)
SMILES	Runt-CBFb FRET	RBBP9 inh	TNF necrop inh	Hck Nef HTS	Runt-SMMHC FRET	EP2 antag	EP2 mod	PERK inhibitor	L929 necroptosis
COc1cccc(/C=C/C(=O)c2cccc([N+](=O)[O-])c2)c1	5	4	-0.5	15	0	12	3	1.9	-0.8
Cc1ccc(S(=O)(=O)N2CCN(C(C)CC(=O)O)CC2)cc1 (stereo unspecified)	0	1	-0.1	-1	-1	8	24	0.8	1.1
CC(C)Nc1cc(C(C)(C)C)nc2c(-c3ccccc3)cnn12	-1	-4	-0.3	2	-1	3	55	1.5	2.0
N#CCCCSc1nnc(Cc2ccc3c(c2)OCO3)o1	1	-3	0.0	16	-2	14	4	0.4	-0.7
O=C(c1cccs1)N1N=C(c2ccccc2)CC1c1ccccc1 (stereo unspecified)	0	-8	-2.6	1	-3	6	63*	-1.5	-0.3
C/C(=N\NC(=O)Cc1cccn1C)c1ccco1	2	0	2.7	11	-6	9	4	0.6	-0.4
Cc1ccc(S(=O)(=O)NN2Cc3ccccc3C2=N)cc1	0	-2	2.0	25	-3	6	9	0.6	1.3
Cc1onc(-c2ccccc2Cl)c1C(=O)OCC(=O)Nc1cccc(S(=O)(=O)N(C)C)c1	1	2	0.8	-7	-5	18	-21	-0.6	1.2
Cc1ccccc1-n1c(=O)n(Cc2ccccc2)c(=O)c2[nH]cnc21	1	-4	-2.9	-6	0	6	2	0.4	-1.2
CCC(C)NC(=O)C(Cc1ccccc1)NS(=O)(=O)c1cccc2nsnc12 (stereo unspecified)	-1	-6	-0.6	0	3	0	32	-0.3	1.1
O=C(CSc1ccccc1)Nc1ccc(N2CCN(c3ccccc3)CC2)c(F)c1	-2	-9	-3.5	0	3	7	-2	1.0	0.4
COc1ccc(NC(=O)CN2CCN(CC(=O)Nc3ccccc3Cl)CC2)cc1	-2	-6	1.0	2	-4	12	4	-0.7	3.7
CCCOc1c(OC)cccc1C1CC(=O)Nc2cc(OC)c(OC)c(OC)c21 (stereo unspecified)	-5	-2	-6.8	-1	-10	6	33	-1.8	-0.1
Cc1cccc(-n2c(C)n[nH]c2=S)c1	6	-5	-2.3	2	5	4	19	1.7	0.5
Cc1cccc(COCCN2CCN(S(=O)(=O)c3ccccc3)CCC2=O)c1	-2	nt	0.3	10	1	2	1	nt	-1.1
Cc1c(NC(=O)c2ccc3c(c2)OCO3)cccc1-c1nc2ccccc2s1	-2	0	-7.9	-1	-2	6&6	-11&-3	0.5	-0.2
O=C(/C=C/c1ccc([N+](=O)[O-])cc1)OCc1cnc(-c2ccccc2)o1	-2	-2	0.1	25	-3	9	-75	0.7	5.8
Cc1ccc(/C=C2\SC(=S)N(c3cccnc3)C2=O)o1	16	2	3.9	16	-8	4	4	1.3	-0.8
CCSc1nnc(NC(=O)c2cc(C)on2)s1	1	-2	-0.6	2	1	6	-2	-0.5	1.3
O/N=C(\c1ccc(Cl)cc1)c1ncc(C(F)(F)F)cc1Cl	1	-5	0.6	-1	1	6	44	0.3	0.5
O=C(COC(=O)Cc1cccc(C(F)(F)F)c1)NC1CC1	0	-8	2.1	9	0	10	23	1.3	1.2
O=C(Cc1ccccc1[N+](=O)[O-])NCc1ccco1	2	4	0.5	7	2	5	-13	0.0	0.6
COc1ccc(C2C(C#N)=C(N)OC3=C2C(=O)CC(C)(C)C3)c([N+](=O)[O-])c1OC (stereo unspecified)	14	-2	-4.5	1	55	8	3	0.1	-0.2
Cc1cc(C)c(S(=O)(=O)Nc2ccc3c(c2)CCC3)c(C)c1	-3	-16	-1.3	-2	4	9	-63	-0.8	0.9
CCC(=O)Nc1cccc(C(=O)/C=C/c2cc(Br)ccc2OC)c1	0	-2	-11	-1	-5	8	-11	-1.8	1.7
CC(=O)c1cccc(NC(=O)C2CCN(S(=O)(=O)c3ccccc3)CC2)c1	-1	-5	-1.3	-1	-1	7	40	-0.4	-0.4
CCOC(=O)CSc1snnc1-c1ccccc1	-3	-2	1.1	7	-1	13	24	-0.9	0.6
CC(C)CCOc1ccc(Cl)cc1CN1CCOCC1	0	3	-0.7	10	-2	9	8	0.4	0.0
CCCCn1c(SCc2ccc(Cl)cc2)nc2c1c(=O)[nH]c(=O)n2C	0	7	-6.5	1	6	10	52	0.4	0.2
CC(=O)n1nc(-c2ccco2)nc1SCc1ccccc1	13	-4	0.7	24	1	1	16	0.8	0.5
COc1cc2c(cc1OC)C(c1cc3ccccc3oc1=O)=NC(C)(C)C2	0	0	0.2	-7	-1	12	29	-0.3	nt
COc1ccc(C(=O)Nc2nc(-c3ccccc3)c(C(C)=O)s2)c(OC)c1	1	-3	1.4	23	-4	5	7	1.1	0.3
CCOc1ccccc1C(=O)N[C@H](C(=O)Nc1nc2c(s1)CCCC2)C(C)C	-6	-9	2.8	1	1	4	19	-0.7	1.6
COc1ccc(C2(CNS(=O)(=O)c3ccc(C)cc3)CCOCC2)cc1	2	-2	0.7	20	-2	2	9	0.4	-0.3
S=C(NCc1ccc2[nH]c3c(c2c1)CCCC3)Nc1ccccc1Cl	-3	10	-22	-3	-6	14	-34	1.1	nt
CCOC(=O)C1C(=O)C=C(c2ccc(C)cc2)CC1c1ccccc1 (stereo unspecified)	0	-5	-2.3	-28	0	2	34	0.1	-0.4
NNC(=O)Cc1csc(-c2ccccc2)n1	0	-11	1.7	-3	1	14	-4	2.2	0.3
COc1ccc(-c2cc(C(=O)NCCN3CCOCC3)c3ccccc3n2)c(OC)c1	3	1	-0.1	-1	1	7	5	-0.6	0.6
Cn1nccc1C(=O)OCC(=O)Nc1nc(-c2ccccc2)cs1	-1	-2	-0.9	-2	5	9	-45	0.7	2.0
O=C(CSc1nnc(-c2ccc(F)cc2)o1)c1ccc2c(c1)OCCO2	3	-10	-3.7	4	-8	25	-1	1.4	0.5
CCCCCn1c(=O)c(Cc2ccccc2)c(O)c2ccccc21	-4	8	-0.9	-1	-1	10	22	1.5	1.1
CCCOC(=O)/C(=C\C=C\c1ccccc1)NC(=O)c1ccccc1	-1	2	0.8	17	1	6	40	-0.2	9.0
COc1ccc(CNC(=O)CN(c2cccc(OC)c2)S(C)(=O)=O)cc1	-2	-3	3.5	1	4	21	23	-0.3	1.2
CC(=O)NS(=O)(=O)c1ccc(N2C(=O)c3ccccc3C2=O)cc1	1	-7	0.9	11	2	1	16	0.3	-0.1
CC(C)CCN=CC1=C(O)CC(c2ccccc2)CC1=O (stereo unspecified)	-3	-1	2.8	-6	-2	8	-21	1.3	0.8
Cc1ccc(NC(=O)/C(=C\c2cccnc2)NC(=O)c2ccco2)cc1	3	-4	-2.1	0	0	8&9	-15&11	0.4	-0.2
Cc1ccc(-c2nc3ccccc3n3c(C)nnc23)cc1	-2	2	-3.7	6	3	18&10	-2&-2	1.3	7.8
O=C(NCCCN1CCC(Cc2ccccc2)CC1)c1ccc2nc(N3CCOCC3)sc2c1	2	-11	-8.6	9	4	5	-25	-0.7	-0.5
CC(CNc1ccc([N+](=O)[O-])c2cccnc12)Nc1c([N+](=O)[O-])cc(C(F)(F)F)cc1[N+](=O)[O-] (stereo unspecified)	-6	-4	2.3	-2	-3	3	6	0.1	-0.1
O=C(COc1ccc(F)cc1)Nc1nccs1	-3	-9	2.6	-1	-8	11	17	-0.1	1.0
